PMI act hi M6P – activators of human phosphomannose isomerase at near-saturating mannose 6-phosphate; P34949; activation factor at 20 µM; coupled PMI enzyme assay, resazurin fluorescence, 20 min; active compounds read high; 1 = untreated enzyme, 0 = substrate-free blank; hit rate 0.34% among 190,000;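 active = activation factor of 2 or more at 20 µM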
Target sequence (P34949 whole entry, looked up): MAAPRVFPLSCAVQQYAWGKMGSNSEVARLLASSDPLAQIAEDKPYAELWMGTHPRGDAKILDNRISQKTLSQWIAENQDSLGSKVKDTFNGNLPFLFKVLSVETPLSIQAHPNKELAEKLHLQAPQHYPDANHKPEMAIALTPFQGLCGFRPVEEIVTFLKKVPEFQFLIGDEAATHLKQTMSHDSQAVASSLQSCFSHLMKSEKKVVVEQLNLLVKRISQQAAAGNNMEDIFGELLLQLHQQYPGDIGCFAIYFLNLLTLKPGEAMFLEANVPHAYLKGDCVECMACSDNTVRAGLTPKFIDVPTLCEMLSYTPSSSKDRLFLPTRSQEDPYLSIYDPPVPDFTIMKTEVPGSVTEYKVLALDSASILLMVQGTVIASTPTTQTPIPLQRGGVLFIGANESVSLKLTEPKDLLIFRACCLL
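test system = human PMI in coupled enzyme assay | medium = HEPES-buffered pH 7.4 with magnesium and detergent | also added = 1.0 mM mannose-6-phosphate substrate with 0.22 mM NADP+ | compound = 20 µM single dose | times = 20 min incubation at room temperature | measured by = resorufin fluorescence (Ex 544/Em 590 nm) from resazurin via diaphorase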
TNAP inh no acc – blocks human TNAP activity with no phosphate acceptor present | P05186 | purified TNAP, CDP-star luminescence, 30 min | inhibition, % at 20 µM | hit rate 0.26% among 200,000;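 active = tissue-nonspecific alkaline phosphatase inhibition above about 50% at 20 µM in the single-dose screen, limit read from the data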;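 note: 0% = DMSO negative control and 100% = EDTA positive control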
Target sequence (P05186 whole entry, looked up): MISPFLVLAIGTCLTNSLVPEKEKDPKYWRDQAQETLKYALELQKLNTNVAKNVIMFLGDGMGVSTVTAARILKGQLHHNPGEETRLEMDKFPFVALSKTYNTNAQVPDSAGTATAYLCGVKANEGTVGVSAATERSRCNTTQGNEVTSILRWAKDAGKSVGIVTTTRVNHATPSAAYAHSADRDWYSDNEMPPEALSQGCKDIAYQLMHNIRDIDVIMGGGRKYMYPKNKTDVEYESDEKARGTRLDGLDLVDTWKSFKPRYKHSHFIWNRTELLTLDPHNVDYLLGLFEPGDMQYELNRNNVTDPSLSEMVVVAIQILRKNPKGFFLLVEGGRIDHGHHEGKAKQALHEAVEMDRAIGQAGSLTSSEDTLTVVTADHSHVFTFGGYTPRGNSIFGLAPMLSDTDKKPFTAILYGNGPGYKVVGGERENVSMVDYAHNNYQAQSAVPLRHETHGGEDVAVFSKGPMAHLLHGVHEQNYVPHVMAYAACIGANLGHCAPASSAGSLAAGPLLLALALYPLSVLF
PMI act – activators of human phosphomannose isomerase. P34949. purified human PMI, coupled resazurin fluorescence, 20 min; active compounds read high; 1 = vehicle control, 0 substrate-free wells. hit rate 0.005% among 190,000. activation factor at 20 µM;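 active = activation factor of 2 or more at 20 µM, relative to plate controls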
TNAP inh hi DEA – TNAP (human) inhibition, high acceptor; inhibition, % at 20 µM; purified TNAP, CDP-star luminescence, 1 M DEA; hit rate 0.03% among 200,000; P05186;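 active = over 50% inhibition of tissue-nonspecific alkaline phosphatase at 20 µM in the single-dose screen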;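 note: plate controls were DMSO wells for no effect and EDTA-quenched wells as full inhibition for full effect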
TNAP act hi DEA – activators of human TNAP at high phosphate acceptor concentration. P05186. purified TNAP, CDP-star luminescence, 1 M DEA, 30 min; active compounds read high; 0 = EDTA background, 1 = DMSO-only activity. activation factor at 20 µM. 200,000 tested, under 10 active;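 active = activation factor at least 2 at 20 µM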
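Control set: EDTA negative control, DMSO positive control / Assay system: human TNAP / Quantity: TNAP 1/800 final / Evaluation: TNAP activation factor scaled between EDTA and DMSO control wells / Measured by: luminescent substrate turnover signal / Compound dosing: one dose, 20 µM / Times: 30 min enzyme reaction at room temperature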
Diaph inh CS – diaphorase inhibition or chemical oxidation counter-screen; diaphorase resazurin-to-resorufin fluorescence, NADH, 16 min; bacterial (C. kluyveri) enzyme, not human; inhibition, % at 20 µM; hit rate 0.69% among 190,000; AID 1217;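 active = primary screen inhibition at 20 µM above a set limit, cut at about 50% in these data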;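 note: plate controls were DMSO with full reaction for no effect and wells lacking NADH for full effect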
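Test system: Clostridium kluyveri diaphorase enzyme / Quantity: diaphorase at 0.14 U/mL in enzyme working solution / Incubation: 16-min room-temperature incubation before reading / Benchmarks: NADH-free wells as positive control, DMSO-only neutral wells / Signal: resorufin fluorescence 544/590 nm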
Diaphorase act – counter-screen for diaphorase-based assays: diaphorase activators and chemical reducers; Diaphorase/resazurin coupled assay, resorufin fluorescence, 16 min; active compounds read high; 1 = vehicle wells, 0 = NADH-free wells; activation factor at 20 µM; hit rate 0.005% among 190,000; AID 1229;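 active = diaphorase activity raised at least twofold by the compound at 20 µM; inactive = activation factor below 2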
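Measured by – red resorufin fluorescence at 544/590 nm excitation/emission · Test system – Clostridium kluyveri diaphorase, purified enzyme · Incubation – reaction time 16 min, room temperature · Buffer or medium – 50 mM HEPES pH 7.4 with 4.542 mM MgCl2, 0.005% Tween 20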
bIAP act – intestinal alkaline phosphatase (bovine) activation. purified bovine IAP, CDP-star luminescence, 30 min; active compounds read high; fold of DMSO-control signal, blank-subtracted. hit rate 0.17% among 200,000. activation factor at 20 µM;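 active = activation factor of 2 or more at 20 µM, a signal rise over negative controls twice the positive control's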
bIAP inh – blocks bovine intestinal alkaline phosphatase activity | 190,000 tested, under 10 active | purified bovine IAP, CDP-star luminescence, 30 min | inhibition, % at 20 µM | AID 1019;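 active = over 50% inhibition of intestinal alkaline phosphatase at 20 µM in the single-dose screen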
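System: Purified bovine intestinal alkaline phosphatase (IAP) enzyme | Input: IAP diluted 1/65,000,000 in the well | Also added: CDP-star chemiluminescent phosphatase substrate, 30 µM final | Dosing: 20 µM single dose | Times: Enzyme reaction for 30 min at room temperature | Detection: Luminescence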
Lmaj promast – reduces viability of Leishmania major promastigotes. resazurin fluorescence viability. hit rate 9% among 200,000. inhibition, % at 10 µM. AID 1063; in the data active = inhibition above about 50%;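 note: promastigotes grown with compound for 44 hours at 28 °C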
* hit, by the source's call.

entry	mol	PMI act hi M6P	TNAP inh no acc	PMI act	TNAP inh hi DEA	TNAP act hi DEA	Diaph inh CS	Diaphorase act	bIAP act	bIAP inh	Lmaj promast
1	O=C1C2CC=CCC2C(=O)N1c1ccc(NCCc2ccc(Cl)cc2)c([N+](=O)[O-])c1 (configuration not stated)	0.8	11	0.9	14	0.9	19	0.8	1.1	-8	-5
2	COC(=O)C1CCN(c2cc(Cl)nc(N)n2)CC1	1	-4	1	-1	1	3	1	1	0	-8
3	COc1ccc(C2C=C(c3ccc(C)cc3)Nc3ncnn32)cc1 (configuration not stated)	1.2	5	1.2	-9	1.1	-13	1.1	1.1	-13	2
4	CN(C)CCn1c(=S)[nH]c2ncccc2c1=O	0.9	0	1	-4	1	0	1	0.9	8	-2
5	COc1ccc(CC(=O)OCC(=O)Nc2cccc(Br)c2)cc1	1	-18	1	-3	1	13	0.9	0.9	10	-7
6	Cc1ccn2cc(CCNC(=O)CC(C)(C)C)nc2c1	1	-14	1	-5	1	9	0.9	0.9	9	-1
7	CCC(OC(=O)C1=Cc2ccccc2OC1)C(=O)NCc1ccco1 (configuration not stated)	0.9	-4	0.9	-1	1	16	0.8	0.9	10	-4
8	COc1cc(NC(=O)COC(=O)CNC(=O)c2ccc(Cl)cc2)c(C)cc1[N+](=O)[O-]	1.1	-3	1	-2	1	9	0.9	1.1	-5	-6
9	COc1ccc(N(CC(=O)NC2CCCC2)C(=O)Cn2nnc(-c3ccc(C)cc3)n2)cc1	1	-8	1	1	1	16	0.8	0.9	5	-3
10	CC(C(=O)Nc1ccc(Cl)cc1)c1ncc(C(F)(F)F)cc1Cl (configuration not stated)	0.9	-9	0.8	4	1	7	0.9	1	1	-2
11	c1ccc(Nc2cc(Nc3ccccc3)[nH]n2)cc1	0.7	4	0.8	-5	1.1	26	0.7	0.9	7	10
12	Cc1ccc2nc(SCC(=O)Nc3ccc(F)c([N+](=O)[O-])c3)[nH]c2c1	0.9	-35	0.8	6	0.9	15	0.8	1.2	-15	6
13	CCN1CCCC1CN(Cc1cc2ccc(C)cc2[nH]c1=O)C(=S)Nc1ccccc1C(=O)OC (configuration not stated)	0.8	-4	0.8	-7	1.1	30	0.7	1.1	-11	18
14	COc1ccc(S(=O)(=O)N(C)c2ccc(OCC(=O)Nc3cc(C)on3)cc2)cc1	1	-14	1.1	-8	1.1	23	0.8	0.9	7	-5
15	Cn1c(=O)c2c(nc(N3CCCCCC3)n2CC(O)COc2ccc(Cl)cc2)n(C)c1=O (configuration not stated)	0.8	1	0.9	-5	1.1	26	0.7	1	2	56*
16	COC(=O)c1ccc(NC(=O)Cn2nc(-c3ccncc3)nc2SCC(=O)Nc2nccs2)cc1	0.9	2	0.9	0	1	-7	1.1	1	4	-7
17	O=C(NC1CCCC1)c1ccc(COCC(F)(F)C(F)F)o1	0.9	-10	0.9	-3	1	10	0.9	1	2	-4
18	C=CCNC(=O)COC(=O)c1ccc(C)c(NC(=O)c2ccco2)c1	1	-15	1.1	-7	1.1	-4	1	1.2	-19	24
19	COC(=O)C1CC(O)CN1C(=O)Nc1ccccc1 (configuration not stated)	1	-5	1	0	1	7	0.9	1	4	-6
20	O=C(CSc1ncnc2c1nnn2Cc1ccc(F)cc1)NC1CCCCC1	0.9	-10	1	-3	1	6	0.9	1.1	-7	8
21	CCOc1ccccc1NC(=O)C(=O)N/N=C/c1ccc([N+](=O)[O-])cc1	0.9	-9	1.1	-3	1	10	0.9	1.3	-28	-2
22	COc1ccc(/C=N/Nc2ncc(C(F)(F)F)cc2Cl)c(OC)c1OC	1	1	1	-2	1	10	0.9	0.8	23	-1
23	CCNC(=O)NC(=O)C(C)Oc1ccc(Br)cc1Br (configuration not stated)	1.1	-5	1.2	0	1	8	0.9	1.2	-19	0
24	CCCCc1ccc(C(=O)NC(C(=O)O)C(C)C)cc1 (configuration not stated)	0.9	-10	0.9	3	1	7	0.9	1	2	-6
25	O=C(O)C1CCN(c2c([N+](=O)[O-])cc(C(F)(F)F)cc2[N+](=O)[O-])CC1	1	-7	1.1	0	1	-1	1	1	2	-12
26	O=C(CCCCN1CCCCC1)c1ccc2c(c1)Cc1ccccc1-2	1.1	-4	1.1	-6	1.1	-20	1.2	1.1	-6	100*
27	CCn1c(C)c(P(c2ccccc2)c2ccccc2)[n+]2ccccc12	1	-16	1.1	-7	1.1	17	0.8	0.9	13	94*
28	N=c1c2c(-c3ccccc3)c(-c3ccccc3)n(Cc3ccccc3)c2ncn1CCCn1ccnc1	1.1	-78	1	-15	1.2	-43	1.4	1.2	-25	100*
29	Cc1ccc(-c2ccc3nnc(SCC(=O)NCC4CCCO4)n3n2)cc1 (configuration not stated)	1	-11	1	-2	1	7	0.9	1.1	-7	4
30	Cc1ccc(S(=O)(=O)NC(=S)NC2CCCCC2)cc1	0.9	9	0.9	2	1	36	0.6	1	0	4
31	Cn1cc(CN2CCN(CCc3ccccc3)C(CCO)C2)cn1 (configuration not stated)	0.9	-14	0.9	-8	1.1	7	0.9	1	-5	-2
32	CN(C)S(=O)(=O)N1CCC(C(=O)O)(c2ccccc2)CC1	1	-8	1	-1	1	-4	1	0.9	7	-6
33	COC(=O)c1c(NC(=O)CN2CCN(c3ccccc3OC)CC2)c2c(C)cccc2n1C	0.9	-6	0.9	-6	1.1	25	0.8	1.1	-6	12
34	O=C(CSc1ncccc1-c1nc2ccccc2[nH]1)Nc1ccc2c(c1)OCCO2	1	-10	0.9	2	1	17	0.8	0.8	20	73*
35	Cc1c(N=Nc2c(-c3ccc([N+](=O)[O-])cc3)[nH]n(C(N)=S)c2=O)cccc1[N+](=O)[O-]	1	-16	1	8	0.9	54*	0.5	0.8	18	65*
36	Cc1ccc(-c2noc(CCC(=O)N3CCCC3)n2)cc1	0.9	-11	0.9	-5	1.1	24	0.8	1.1	-8	2
37	O=C(CSc1nnc(-c2ccccc2)o1)OCc1ccccc1	1.1	-9	1	-4	1	0	1	0.9	8	-2
38	Cc1ccc(S(=O)(=O)/N=S(\C)C(C)C)cc1 (configuration not stated)	1.1	-5	1.1	-3	1	-2	1	1	2	-6
39	Cc1noc(C)c1CSCC(=O)NC1=NCCS1	0.8	-14	1	-9	1.1	14	0.9	1	-4	-4
40	Cc1ccc(C)c(NC(=O)c2ncn[nH]2)c1	1	-10	1	-1	1	7	0.9	0.9	13	-3
41	O=C(c1ccccc1F)N1CCN(c2ccc([N+](=O)[O-])c(N3CCOCC3)c2)CC1	0.8	12	0.9	12	0.9	16	0.8	1	0	-1
42	CCOC(=O)N1CCC(=NNc2nc(C)cc(=O)[nH]2)CC1	1.1	-6	1.4	-2	1	4	1	1.2	-17	-3
43	O=C(Oc1ccc(N(C(=O)c2ccncc2)S(=O)(=O)c2ccc(F)cc2)cc1)c1ccncc1	1	-1	1.1	-4	1	10	0.9	1	2	2
44	COc1ccc(C(=O)OC(COc2ccccc2)Cn2ccnc2)cc1 (configuration not stated)	1.2	-8	1.2	-7	1.1	-10	1.1	0.9	8	100*
45	CCCOc1ccc(Cn2c(C)nc([N+](=O)[O-])c2SCC(O)COC)cc1[N+](=O)[O-] (configuration not stated)	0.9	0	0.9	-1	1	18	0.8	1	-3	1
46	C=CCNS(=O)(=O)c1ccc(OCC(=O)OCC)cc1	0.9	-11	0.9	-5	1.1	24	0.8	0.9	8	-9
47	CCn1c(=O)cc(O)c2ccccc21	0.9	-8	0.9	-9	1.1	9	0.9	0.9	6	-4
48	CC(=O)c1cccc(NC(=O)C2CC(=O)N(CCc3ccccc3)C2)c1 (configuration not stated)	0.9	2	0.9	3	1	7	0.9	1	2	-6

Continued; it opens with the 7 that closed the last part.
entry	mol	PMI act hi M6P	TNAP inh no acc	PMI act	TNAP inh hi DEA	TNAP act hi DEA	Diaph inh CS	Diaphorase act	bIAP act	bIAP inh	Lmaj promast
42	CCOC(=O)N1CCC(=NNc2nc(C)cc(=O)[nH]2)CC1	1.1	-6	1.4	-2	1	4	1	1.2	-17	-3
43	O=C(Oc1ccc(N(C(=O)c2ccncc2)S(=O)(=O)c2ccc(F)cc2)cc1)c1ccncc1	1	-1	1.1	-4	1	10	0.9	1	2	2
44	COc1ccc(C(=O)OC(COc2ccccc2)Cn2ccnc2)cc1 (configuration not stated)	1.2	-8	1.2	-7	1.1	-10	1.1	0.9	8	100*
45	CCCOc1ccc(Cn2c(C)nc([N+](=O)[O-])c2SCC(O)COC)cc1[N+](=O)[O-] (configuration not stated)	0.9	0	0.9	-1	1	18	0.8	1	-3	1
46	C=CCNS(=O)(=O)c1ccc(OCC(=O)OCC)cc1	0.9	-11	0.9	-5	1.1	24	0.8	0.9	8	-9
47	CCn1c(=O)cc(O)c2ccccc21	0.9	-8	0.9	-9	1.1	9	0.9	0.9	6	-4
48	CC(=O)c1cccc(NC(=O)C2CC(=O)N(CCc3ccccc3)C2)c1 (configuration not stated)	0.9	2	0.9	3	1	7	0.9	1	2	-6
49	O=C(c1cc(-c2cccs2)nc2ccccc12)N1CCN(c2ccccc2O)CC1	0.7	-7	1.1	-3	1	30	0.7	1	0	12
50	CSc1sc(C)cc1C1C(C#N)=C(N)N(c2cccnc2)C2=C1C(=O)CC(C)(C)C2 (configuration not stated)	0.9	-13	1	-9	1.1	23	0.8	1	3	7
51	O=C(CCCn1c(=S)[nH]c2cc3c(cc2c1=O)OCO3)N1CCN(c2ccccn2)CC1	0.8	-6	0.8	-4	1	37	0.6	1	-3	1
52	CCc1cc2c(=O)c(-c3cscn3)coc2c(CN(C)C)c1O	0.9	-11	0.9	-2	1	10	0.9	0.9	10	11
53	CN1CCN(NC(=O)c2ccc(Br)c(S(=O)(=O)N3CCOCC3)c2)CC1	1	-8	1	-4	1	6	0.9	1	4	-5
54	O=C(C1c2ccccc2Oc2ccccc21)N1CCN(c2ccc(Cl)cc2)CC1	1.1	21	1.1	-8	1.1	0	1	0.8	16	12
55	CCOC(=O)CNc1c(N2CCN(c3ccccn3)CC2)c(=O)c1=O	1.1	-17	1	-5	1.1	4	1	1	-1	1

Some of these compounds in order of the TNAP inh no acc value, smallest number first:
nr	molecule	TNAP inh no acc
50	CSc1sc(C)cc1C1C(C#N)=C(N)N(c2cccnc2)C2=C1C(=O)CC(C)(C)C2 (configuration not stated)	-13
52	CCc1cc2c(=O)c(-c3cscn3)coc2c(CN(C)C)c1O	-11
51	O=C(CCCn1c(=S)[nH]c2cc3c(cc2c1=O)OCO3)N1CCN(c2ccccn2)CC1	-6

Bioassay records (PubChem BioAssay)
